Screening data deposited in PubChem by Sanford-Burnham Center for Chemical Genomics.
SENP8 block-1 – SENP8 protease inhibition. purified SENP8, Z-RLRGG-aminoluciferin cleavage, luminescence. inhibition, % at 10 µM. 330,000 compounds, 1.2% hits. AID 2540; in the data active = inhibition above about 50%
Apaf1 inhib – inhibitors of human Apaf-1 apoptosome | O14727 | reconstituted apoptosome caspase-3 activity, DEVD-Rh110 fluorescence | inhibition, % at 20 µM | 330,000 compounds, 0.71% hits; active = inhibition of at least 40% at 20 µM;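 also: plate controls were DMSO wells for no effect and DEVD-CHO caspase inhibitor wells for full effect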
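Material: cell-free apoptosome with Apaf-1, procaspase-3 and caspase-9; Buffer or medium: Hepes pH 7.5 with detergent and BSA; Reagent: cytochrome c trigger plus (Z-DEVD)2-Rh110 caspase-3 substrate; Times: compound with Apaf-1, dATP, procaspase-3 30 min, then 50 min reaction, room temperature; Technique: Rh110 fluorescence intensity.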
SENP7 block – inhibitors of human SENP7 protease; recombinant SENP7, Z-RLRGG-aminoluciferin luminescence, 40 min; inhibition, % at 5 µM; 330,000 compounds, 1.5% hits; AID 434973;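 active = inhibition above about 50% at the single test dose, limit read from the data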;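 also: plate controls were DMSO with enzyme for no effect and no enzyme buffer wells for full effect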
PfGluPho inh – PfG6PD (Plasmodium falciparum) enzyme inhibition; 350,000 compounds, 0.78% hits; PfGluPho enzyme, NADPH resazurin-diaphorase fluorescence; inhibition, % at 20 µM; AID 504690;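 active = inhibition reaching at least a set limit at 20 µM in the primary screen, cut at about 59% in these data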;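 also: 0% = DMSO wells with substrate and 100% = DMSO wells lacking glucose-6-phosphate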
SENP8 block-2 – blocks human SENP8 cleavage of Nedd8 substrate; inhibition, % at 20 µM; recombinant SENP8, Nedd8 substrate fluorescence; AID 602440; 360,000 compounds, 0.64% hits; Q96LD8; in the data active = inhibition mostly above about 40%, no sharp cut-off; inactive = mostly below about 27%
SENP1 inh – blocks the human SENP1 SUMO protease catalytic domain | AID 624204 | inhibition, % at 10 µM | recombinant SENP1 catalytic domain, CyPet-SUMO1-YPet FRET cleavage | 360,000 compounds, 0.21% hits;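 active = inhibition at least 30% at 10 µM, raw YFP signal under a set limit, fluorescence ratio 0.5 to 1.5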;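 also: 0% = enzyme with DMSO and 100% = no enzyme wells; some results filed as inactive read as strong as hits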
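Material: hSENP1 catalytic domain, recombinant; medium: Tris pH 8 with BME, BSA, NP40 and catalase; compound: single concentration of 10 µM compound, 0.5% DMSO final; technique: FRET read of cyan and yellow fluorescence; timing: 50 min enzyme reaction, room temperature, light-protected; reagent: SFCypet-SUMO1-SFYpet substrate at 25 nM; control set: no-enzyme low, enzyme-DMSO high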
HKDC1 inh – inhibitors of human hexokinase HKDC1; recombinant HKDC1, G6PDH/diaphorase resazurin coupled fluorescence; inhibition, % at 20 µM; 340,000 compounds, 0.16% hits;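 active = inhibition above about 35% when tested at 20 µM, limit read from the data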;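 also: plate controls were DMSO wells with enzyme for no effect and DMSO wells lacking enzyme for full effect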
Target sequence (Q2TB90 whole entry, looked up): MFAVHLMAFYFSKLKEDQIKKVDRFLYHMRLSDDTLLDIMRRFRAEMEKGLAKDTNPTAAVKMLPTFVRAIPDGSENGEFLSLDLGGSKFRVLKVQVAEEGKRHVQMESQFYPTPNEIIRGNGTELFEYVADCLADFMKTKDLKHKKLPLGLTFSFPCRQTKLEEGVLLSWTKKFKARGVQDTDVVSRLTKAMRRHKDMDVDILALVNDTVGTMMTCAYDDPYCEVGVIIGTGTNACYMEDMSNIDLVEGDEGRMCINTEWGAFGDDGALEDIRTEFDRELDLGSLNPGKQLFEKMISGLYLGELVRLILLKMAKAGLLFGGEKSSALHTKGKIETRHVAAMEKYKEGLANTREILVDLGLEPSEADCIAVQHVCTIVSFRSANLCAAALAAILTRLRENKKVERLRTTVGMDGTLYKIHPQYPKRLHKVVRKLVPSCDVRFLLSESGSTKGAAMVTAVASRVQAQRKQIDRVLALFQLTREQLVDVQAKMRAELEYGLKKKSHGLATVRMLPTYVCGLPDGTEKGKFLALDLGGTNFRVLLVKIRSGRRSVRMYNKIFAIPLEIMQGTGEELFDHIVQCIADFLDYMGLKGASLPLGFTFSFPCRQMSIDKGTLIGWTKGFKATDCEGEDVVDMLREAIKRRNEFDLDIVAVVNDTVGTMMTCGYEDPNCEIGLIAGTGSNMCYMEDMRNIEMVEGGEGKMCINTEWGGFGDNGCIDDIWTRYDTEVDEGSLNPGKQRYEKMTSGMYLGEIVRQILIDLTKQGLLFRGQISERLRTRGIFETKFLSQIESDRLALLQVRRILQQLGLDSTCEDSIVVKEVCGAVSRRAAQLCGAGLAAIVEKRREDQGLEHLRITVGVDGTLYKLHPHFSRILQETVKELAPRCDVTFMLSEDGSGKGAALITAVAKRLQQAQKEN
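Assay system: in-house recombinant HK5 (HKDC1) enzyme. Input: HKDC1 at 5 µg/mL. Medium: Tris pH 8.0 buffer with MgCl2, Tween-20, BSA, BME. Dosing: single 20 µM dose. Schedule: 90 min reaction incubation at room temperature, dark. Signal: resazurin-to-resorufin fluorescence via G6PDH and diaphorase coupling, 525/613 nm. Controls: DMSO-enzyme wells negative, buffer-substituted wells positive.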
SENP6 block – SENP6 protease inhibition | Q9GZR1 | Recombinant SENP6 catalytic domain, aminoluciferin luminescence | inhibition, % at 10 µM | 330,000 compounds, 1.8% hits | AID 2599;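 active = inhibition above about 50% at the single tested dose, limit read from the data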;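 also: plate controls were DMSO wells with enzyme for no effect and DMSO wells lacking enzyme for full effect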
An asterisk follows results filed as active; . = not tested or not shown. Compounds were not picked by outcome, and some 3.6% of all compounds hit somewhere here.

SMILES	SENP8 block-1	Apaf1 inhib	SENP7 block	PfGluPho inh	SENP8 block-2	SENP1 inh	HKDC1 inh	SENP6 block
COc1ccc2sc(N(CCCN(C)C)C(=O)c3nc4ccccc4s3)nc2c1	3.7	-11.0	2.1	-12.7	34.6	1.1	-8.0	27.2
C#CCNC(=O)/C=C/c1ccc(OC)cc1	0.3	3.5	7.0	-15.4	5.8	-0.4	-1.8	16.3
COc1ccc(CN2C(=S)NC(C)(C)CC2(C)O)cc1 (stereo unspecified)	-12.1	6.3	-2.1	-4.2	24.9	1.3	-10.5	-5.9
O=[N+]([O-])c1cccc(CN2[C@@H](Cc3ccccc3)COCCS2(=O)=O)c1	1.8	5.6	-10.2	-3.5	8.5	4.7	-4.9	-23.4
COc1ccc2[nH]c3c(c2c1)CCN1C(=O)C(CC(=O)NCCCN(C)C)C[C@H](C(=O)N(C(C)C)C(C)C)[C@@]31C (stereo partly specified)	.	15.6	-0.5	11.0	5.3	3.8	-9.1	.
CC(=O)NC1CCCc2c1cnn2-c1ccc(C(C)(C)C)cc1 (stereo unspecified)	6.7	-15.0	-6.7	6.4	5.1	-0.3	-5.3	-14.8
CCc1ccc(NC(=O)c2ccccc2SC)cc1	25.2	-3.8	44.5	26.7	7.1	0.4	-7.8	-12.9
CN(CC(=O)Nc1ccc(Cl)c(S(=O)(=O)N(C)C)c1)Cc1ccccc1	-5.6	19.4	0.6	-6.0	6.0	1.0	-0.7	-22.6
Cc1ccccc1NS(=O)(=O)c1cc2c3c(c1)CC(=O)N3CCC2	-7.9	3.0	0.7	-3.8	10.2	3.1	2.2	-10.0
Cc1cccnc1NC(=O)NC(=O)c1ccc(C(C)(C)C)s1	14.4	-7.3	-1.6	-0.7	6.4	-0.3	0.8	-20.2
COc1ccc(C(=O)NC23CC4CC(CC(C4)C2)C3)cc1OC	-10.4	-3.1	12.0	-4.1	9.5	1.5	-1.7	14.8
N#Cc1nc(-c2ccc(Cl)cc2)oc1NCC1CCCO1 (stereo unspecified)	-5.3	-3.1	-0.5	10.5	-407.2	1.5	-5.8	-10.3
CC(C)CN(C(=O)CSc1nc(-c2ccccc2)cn1N)c1c(N)n(Cc2ccccc2)c(=O)[nH]c1=O	-4.9	1.9	-3.2	18.2	-46.2	-9.7	-3.6	3.4
CC(=O)Nc1ccc(NC(=O)c2cc([N+](=O)[O-])cc([N+](=O)[O-])c2)cc1	-3.5	7.1	-0.5	4.1	12.0	0.4	5.4	23.2
Cc1nn(-c2ccccc2)c(Cl)c1/C=C1/C(=N)N2N=C(C(C)C)SC2=NC1=O	-5.9	10.2	-6.4	-27.8	-20.8	-40.2	13.4	-4.7
COCCN1C(=O)N(C)[C@@H](c2ccccc2)C(C(C)=O)=C1C	-3.0	5.2	-10.1	-1.5	13.0	-1.2	1.0	7.3
CN1CCc2c(sc(/N=C/c3cc(Cl)ccc3O)c2C#N)C1	-0.2	-7.2	12.6	-8.1	-99.9	-56.7	3.4	34.7
CCCCNC(=S)N/N=C/c1cc(C)ccc1C	-3.9	31.6	-0.7	2.5	29.4	3.8	-0.3	-0.2
CN(CC(=O)Nc1ccccc1Br)C(=O)c1cccc(S(=O)(=O)NCc2ccccc2)c1	-5.2	2.7	-2.9	-1.7	0.2	1.7	-3.8	-1.9
Cc1ccccc1-c1ccc(=O)n(CC(=O)Nc2ccc(C(=O)N3CCCC3)cc2)n1	-0.4	6.1	11.0	-9.1	20.7	-4.8	-2.7	4.1
COC(=O)[C@@]1(Cc2ccccc2)[C@H]2C(=O)N(Cc3ccccc3)C(=O)[C@H]2[C@H]2CN=C(SCc3ccc(C)cc3)N21	.	21.8	-3.5	18.9	0.4	0.8	-1.4	.
Cc1cnc(NC(=O)c2cc3c(s2)CCCC3)s1	80.8*	18.3	84.6*	18.1	-85.8	0.9	6.7	88.4*
CCOc1cc(/C=C2/C(=N)N3OC(C)=CC3=NC2=O)ccc1OC	-6.5	-4.5	-7.2	-13.9	-204.0	-4.2	-2.7	-14.8
Cc1csc(NC(=O)c2ccoc2C)n1	75.1*	2.0	88.9*	5.2	-19.3	-7.0	-0.3	90.0*
CCN(CC)C(=O)CSc1nc2cc3c(cc2c(=O)n1CCCC(=O)NCCc1ccc(OC)c(OC)c1)OCO3	1.4	-2.3	4.0	-9.1	6.7	1.5	-2.5	-3.1

Molecules listed so far that have a halogen (five):
SMILES	SENP8 block-1	Apaf1 inhib	SENP7 block	PfGluPho inh	SENP8 block-2	SENP1 inh	HKDC1 inh	SENP6 block
CN(CC(=O)Nc1ccc(Cl)c(S(=O)(=O)N(C)C)c1)Cc1ccccc1	-5.6	19.4	0.6	-6.0	6.0	1.0	-0.7	-22.6
N#Cc1nc(-c2ccc(Cl)cc2)oc1NCC1CCCO1 (stereo unspecified)	-5.3	-3.1	-0.5	10.5	-407.2	1.5	-5.8	-10.3
Cc1nn(-c2ccccc2)c(Cl)c1/C=C1/C(=N)N2N=C(C(C)C)SC2=NC1=O	-5.9	10.2	-6.4	-27.8	-20.8	-40.2	13.4	-4.7
CN1CCc2c(sc(/N=C/c3cc(Cl)ccc3O)c2C#N)C1	-0.2	-7.2	12.6	-8.1	-99.9	-56.7	3.4	34.7
CN(CC(=O)Nc1ccccc1Br)C(=O)c1cccc(S(=O)(=O)NCc2ccccc2)c1	-5.2	2.7	-2.9	-1.7	0.2	1.7	-3.8	-1.9

Next section:
SMILES	SENP8 block-1	Apaf1 inhib	SENP7 block	PfGluPho inh	SENP8 block-2	SENP1 inh	HKDC1 inh	SENP6 block
CC(C)c1nnc(NC(=O)CCC(=O)NC2CCCCC2)s1	2.8	-15.2	1.0	-11.6	.	.	-1.4	-24.0
CN(C)CC/C=C1/c2ccccc2CS(=O)(=O)c2ccccc21	-1.1	-11.2	1.2	-7.4	16.5	0.4	-5.7	-5.2
O=[N+]([O-])c1ccc(Cl)cc1N1CCCCC1	-3.2	-5.1	3.8	-11.0	16.3	1.0	-1.4	-20.2
CN1CCC[C@@H]1CCNC(=O)c1cccc2c1C(=O)c1ccc(N3CCCC3)cc1S2(=O)=O	-10.5	14.6	-8.0	9.5	29.2	5.0	-4.7	-17.3
COc1ccc(CCN2C(=O)CC(NNC(=O)c3cccc(O)c3)C2=O)cc1 (stereo unspecified)	-21.0	0.2	0.3	-0.5	10.7	1.6	-5.4	-30.0
O=C(NCCc1cccc(Cl)c1)c1ccc2c(c1)OCO2	3.7	3.3	27.2	17.9	-7.2	1.9	-4.0	15.0
O=C(CCOc1cccc(Br)c1)NNC(=O)COc1ccc(F)cc1	11.4	6.1	-4.7	11.9	-0.5	2.5	-0.4	2.4
CCn1c(SCC(=O)Nc2ccccc2N2CCOCC2)nnc1-c1ccccc1	-1.8	1.7	-2.4	-0.8	24.2	2.1	1.4	-9.3
C/C(=N\NC(N)=O)c1ccc(Cl)cc1	-0.2	-8.3	-1.6	-5.2	0.4	1.9	0.3	-15.0
C#CCOCCOCCOCCNc1nc(N2CCN(C(=O)CCCCCCCCCCNC(=O)[C@H](CCCCN)n3cc(C)nn3)CC2)nc(N2CCN(C(=O)CCCCCCCCCCNC(=O)[C@@H]([C@H](C)CC)n3cc(CCCCCN)nn3)CC2)n1	-25.0	81.5*	9.4	.	11.0	-16.1	.	-39.2
O=C1c2cccc3cccc(c23)C(=O)N1CCN1CCN(CC(O)COc2ccc3ccccc3c2)CC1 (stereo unspecified)	-10.5	18.3	-2.4	9.3	-1.3	1.2	-9.3	-22.3
C=CC[C@@H](CC(=O)N(CCO)Cc1ccccc1)C(=O)N[C@H](COC(=O)[C@@H](CC=C)CC(=O)OC(C)(C)C)C(C)(C)C	4.6	20.5	-1.4	12.8	12.1	2.4	-3.8	-15.2
CCc1cc(=O)oc2cc(C)cc(OCC(=O)N3CCC(C(=O)O)CC3)c12	0.6	-3.3	2.5	6.5	-156.1	2.2	-3.6	-7.7
Cc1ccc(SCC(=O)NN2C(=O)c3ccccc3C2=O)cc1	0.0	2.7	3.7	-10.5	18.8	-0.5	2.1	0.9
O=[N+]([O-])c1ccccc1S(=O)(=O)N1CCN(Cc2ccsc2)CC1	-10.4	6.0	-2.4	6.8	22.7	1.8	4.5	-6.6
CN(c1ccccc1)c1nc(N)c([N+](=O)[O-])c(Nc2ccccc2)n1	1.7	21.6	-0.4	-0.9	16.5	0.3	-1.4	-5.8
CCCCCCn1c(SCC(=O)c2ccccc2)nc2c1c(=O)[nH]c(=O)n2C	14.7	5.2	-6.0	14.4	9.9	3.0	-2.4	-6.4
CCOc1ccccc1NC(=O)CCNC(=O)c1ccc(Cl)cc1	8.4	-18.7	2.4	12.3	10.1	-0.5	-4.7	25.9
Cc1ccc(C(c2sc3nc(C)nn3c2O)N2CCN(C(=O)c3ccco3)CC2)cc1 (stereo unspecified)	1.6	5.8	0.2	-21.4	9.7	1.1	11.4	17.9
Oc1cc(-c2ccncc2)cc2cccnc12	-15.4	3.3	-11.0	8.9	13.9	3.0	3.3	-17.3
COc1cccc(-c2nc(-c3ccc(C(=O)O)cc3)no2)c1	95.4*	-0.9	97.2*	-29.5	-12.1	2.1	3.5	99.0*
CCc1cc2ccc(C)cc2nc1SCC(=O)Nc1cc(OC)c(OC)cc1C(=O)O	1.3	4.9	7.7	-38.4	-10.6	0.4	-2.8	10.1
Cc1ccc(Cl)cc1NC(=O)CC1NC2CCCCC2NC1=O (stereo unspecified)	0.3	-16.0	-4.3	0.3	-4.6	-0.5	0.1	3.6
Cc1ccc(NC(=O)CSc2nnc(C3CC3)n2CC2CCCO2)c(C)c1 (stereo unspecified)	5.5	-3.8	0.2	1.0	16.6	-0.3	-5.6	-12.0
CCN(CC)C(=O)Cn1cc(C(=O)C(=O)N2CCN(Cc3ccccc3)CC2)c2ccccc21	-9.1	1.1	11.3	-7.3	2.3	-3.8	-4.6	-0.8
NC(=O)c1ccccc1NC(=O)CN1CCOCC1	6.7	7.8	9.0	-9.2	18.9	2.2	0.8	-4.0
O=C(NCCN1CCOCC1)/C(=C/c1ccco1)NC(=O)c1ccccc1	-1.4	-10.4	11.7	1.9	-4.9	-5.5	-5.6	-21.5
CCc1ccccc1OCC(=O)NNCC(=O)Nc1cccc(C#N)c1	-0.2	-1.2	-0.3	8.6	-8.1	-0.9	-0.4	6.9
CCCc1cc(=O)[nH]c(SCC(=O)Nc2ccc(OCc3ccccc3)cc2)n1	0.4	-1.4	-6.0	-17.7	11.3	-1.7	-1.1	2.1

Among those listed so far, 3 have a COOH group:
SMILES	SENP8 block-1	Apaf1 inhib	SENP7 block	PfGluPho inh	SENP8 block-2	SENP1 inh	HKDC1 inh	SENP6 block
CCc1cc(=O)oc2cc(C)cc(OCC(=O)N3CCC(C(=O)O)CC3)c12	0.6	-3.3	2.5	6.5	-156.1	2.2	-3.6	-7.7
COc1cccc(-c2nc(-c3ccc(C(=O)O)cc3)no2)c1	95.4*	-0.9	97.2*	-29.5	-12.1	2.1	3.5	99.0*
CCc1cc2ccc(C)cc2nc1SCC(=O)Nc1cc(OC)c(OC)cc1C(=O)O	1.3	4.9	7.7	-38.4	-10.6	0.4	-2.8	10.1
